High-throughput results from PubChem.
GLP1R inv ag: qHTS of GLP-1 Receptor Inverse Agonists (Inhibition Mode). HEK293 GLP-1R CRE-luciferase, luminescence, 24 h; GLP-1R form is constitutively active. Potency, µM (series often up to 38.3 µM), for inactives: at the highest dose activity change, negative = inhibition, hits mostly inhibitors. actives 1.6% (n = 410,000); also: potency is read from the fitted curve at half-maximal effect; % is scaled to controls: 0 for no effect and ±100 for the full control effect; nearly all actives have a fitted effect of over 55% in size
Target sequence (P43220 whole entry, looked up): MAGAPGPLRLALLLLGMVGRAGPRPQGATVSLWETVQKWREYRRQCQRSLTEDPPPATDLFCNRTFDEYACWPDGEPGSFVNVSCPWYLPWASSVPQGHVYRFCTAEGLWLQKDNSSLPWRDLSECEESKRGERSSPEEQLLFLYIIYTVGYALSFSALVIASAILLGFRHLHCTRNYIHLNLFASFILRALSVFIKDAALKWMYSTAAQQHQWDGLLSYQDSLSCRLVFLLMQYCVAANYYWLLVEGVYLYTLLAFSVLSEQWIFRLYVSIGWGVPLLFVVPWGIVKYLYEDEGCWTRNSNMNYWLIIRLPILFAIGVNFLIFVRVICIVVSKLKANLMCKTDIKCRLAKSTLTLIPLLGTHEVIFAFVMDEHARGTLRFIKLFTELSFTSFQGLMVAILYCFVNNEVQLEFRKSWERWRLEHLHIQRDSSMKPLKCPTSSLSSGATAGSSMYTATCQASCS
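Constitutively active GLP-1R drives a cAMP-responsive luciferase in stably transfected HEK293 cells; test compounds are added after overnight (12 h) attachment and left 24 hr, and signal loss in luminescence marks inhibition.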
PTHR1 agonist: qHTS for PTHR1 Agonists: Primary Screen. Parathyroid hormone/parathyroid hormone-related peptide receptor (Homo sapiens), Q03431. AID 743266, 2014. HEK293 GP2 PTHR1 cells, GloSensor cAMP luminescence, 1 h. Potency, µM (highest dose often 115 µM), inactives show at the top dose activation, actives largely listed as activators. actives 0.075% (n = 410,000); also: potency is read from the fitted curve at half-maximal effect; nearly all actives have a fitted effect of over 55% in size; some results filed as inactive show a strong effect at the top dose; inactives centre near -15; many of its hits are not listed in these tables
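HEK-293-derived GP2 cells expressing PTHR1 and a GloSensor cAMP reporter, 3,000/well, plated overnight, given luciferin plus IBMX (each 0.5 mM as added) for 1 h at 37 °C, then compound for 1 h at 37 °C. Luminescence was read after 15 min at room temperature.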
PI5P4Ka inh: qHTS for Inhibitors of phosphatidylinositol 5-phosphate 4-kinase (PI5P4K); PI5P4Kalpha enzyme, ADP-Glo luminescence, 60 min; stronger effect = lower value; actives 1.2% (n = 330,000); max response, %; active = max response of -50% or lower; inconclusive = between -30% and -50%; inactive = -30% or higher; also: value at the top dose of about 77 µM; % is scaled to controls: 0 for no effect and ±100 for the full control effect
Target sequence (P48426 whole entry, looked up): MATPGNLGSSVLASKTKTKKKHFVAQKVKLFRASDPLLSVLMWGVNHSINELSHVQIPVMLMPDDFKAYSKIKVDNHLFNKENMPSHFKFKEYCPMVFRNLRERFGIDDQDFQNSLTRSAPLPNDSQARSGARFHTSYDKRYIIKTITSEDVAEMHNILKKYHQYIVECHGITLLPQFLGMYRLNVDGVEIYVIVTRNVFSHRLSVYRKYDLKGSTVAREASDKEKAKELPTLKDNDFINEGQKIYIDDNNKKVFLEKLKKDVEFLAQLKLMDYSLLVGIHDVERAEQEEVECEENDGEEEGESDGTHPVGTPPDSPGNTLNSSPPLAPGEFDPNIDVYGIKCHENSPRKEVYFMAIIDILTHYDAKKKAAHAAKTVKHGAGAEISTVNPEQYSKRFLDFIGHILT
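Single end-point luminescence (ADP-Glo) quantified ADP from PI5P4Kalpha turnover; ATP 5 microM final, 1 h at RT, 0.1% CHAPS and 0.28 mM EGTA in HEPES pH 7.4.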
IL-2 act: qHTS of IL-2 Activators; IL-2 activation reporter assay, cell-based qHTS; stimulated with anti-CD3/CD4/CD28 beads; in transgenic mouse T cells; actives 0.065% (n = 360,000); activation, % (series mostly up to about 46 µM); in the data active = activation above about 50%; inconclusive = mostly about 30% to 49%; also: 0% is about no effect
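Screening format: compound pinned onto unstimulated transgenic mouse T cells, 60 min incubation, then anti-CD3/anti-CD4/anti-CD28 bead stimulation for 18 hours at 37 degrees C, followed by EGFP and DsRed detection.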
GLP-1R agonist: qHTS of GLP-1 Receptor Agonists | Glucagon-like peptide 1 receptor (Homo sapiens), P43220 | HEK293 GLP-1R CRE-luciferase, luminescence, 4-6 h; cells express a hypersensitive GLP-1R form | Potency, µM (doses to about 45.6 µM), for inactives: top-dose activation, actives largely listed as activators | actives 0.007% (n = 380,000); also: potency is read from the fitted curve at half-maximal effect; % of control where 0% means no effect
PLK1 PBD block: qHTS for Inhibitors of PLK1-PDB (polo-like kinase 1 - polo-box domain): Primary Screen; AID 720504, 2013; Plk1 PBD binding of FITC phosphopeptide, fluorescence polarization; actives 2.8% (n = 360,000); Potency, µM, without a hit: max response, negative = inhibition, usual class: inhibitors; also: potency is read from the fitted curve at half-maximal effect; series mostly up to about 57 µM; % is scaled to controls: 0 for no effect and ±100 for the full control effect; nearly all actives have a fitted effect of over 65% in size
HEK293 tox: qHTS of GLP-1 Receptor Inverse Agonists: Cytotox Screen | HEK293 cAMP-luciferase reporter cells, luminescence, 24 h | AID 624418, 2012 | Potency, µM (titrated, usually from 38.3 µM), inactives show at the highest dose activity change, negative = inhibition, usual class: inhibitors | actives 0.13% (n = 410,000);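 also: loss of luciferase light is scored as toxicity; potency is read from the fitted curve at half-maximal effect; % is scaled to controls: 0 for no effect and ±100 for the full control effect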
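Luminescence readout: signal drop marks cytotoxicity. Plated cells grew 12 h at 37 °C, 5% CO2, received 23 nL compound for 24 h, then got luciferase reagent, read after 12 min at RT.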
EPAC1 antag: qHTS for Antagonist of cAMP-regulated guanine nucleotide exchange factor 3 (EPAC1): primary screen; Rap guanine nucleotide exchange factor 3 (Homo sapiens), O95398; EPAC1 GEF assay, Rap1b-BODIPY-GDP exchange fluorescence; Potency, µM (titrated, usually from 115 µM), for the others: at the highest dose activity change, negative = inhibition, actives largely listed as inhibitors; actives 0.14% (n = 360,000); AID 720709, 2013;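 also: potency is read from the fitted curve at half-maximal effect; plate controls were vehicle for no effect and positive control for full effect; nearly all actives have a fitted effect of over 50% in size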
EPAC1 agonist: qHTS for Agonist of cAMP-regulated guanine nucleotide exchange factor 3 (EPAC1): primary screen | Rap guanine nucleotide exchange factor 3 (Homo sapiens), O95398 | EPAC1 agonist qHTS, biochemical assay; response scale: 100% = response to 6.5 mM cAMP | Potency, µM (doses to about 154 µM), for the others: at the top dose activation, hits mostly activators | actives 0.073% (n = 360,000) | AID 720707, 2013; also: potency is read from the fitted curve at half-maximal effect; nearly all actives have a fitted effect of over 60% in size
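Nucleotide exchange assay: 100 nM EPAC1 with 250 nM Rap1B loaded with BODIPY-GDP and 50 uM GDP, room temperature. Fluorescence (480/540 nm) read every 5 min for 30 min; signal change normalized to 6.5 mM cAMP as full agonist.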
* hit, by the source's call; i = inactive; u = inconclusive; x = not tested or not shown; & = joins results of further samples; [ ] = remark or other dose. Unless noted, calls follow the shape of the dose curve; as a rule, active = well fitted curve in the direction sought with a large enough effect; inconclusive = small, poorly fitted or top-dose-only effect, or another doubt; inactive = no such curve, though single readings can be large; an effect the other way counts as inactive or inconclusive. These rows are one share of the data; rates above refer to the full screens.

SMILES | GLP1R inv ag | PTHR1 agonist | PI5P4Ka inh | IL-2 act | GLP-1R agonist | PLK1 PBD block | HEK293 tox | EPAC1 antag | EPAC1 agonist
CCCNC(=O)C1CN(S(=O)(=O)c2ccc(Cl)s2)c2ccccc2O1 (stereo not drawn) | -21.3% | i | -1.0 | -2.1 | 7.8% | 3.8% | 5.6% | 13.4% | 0.2%
Cc1cc(=O)oc2cc(OCCCC[n+]3ccccc3)ccc12 | 10.5% | -19.7% | 2.3 | 0.4 | 1.3% | -3.5% | 2.2% | -0.3% | 1.3%
CC(=O)Nc1ccc(NC(=O)CSC2=NCCS2)cc1 | 3.3% | i | 5.4 | -1.9 | -4.5% | -22.6% | 0.1% | 1.6% | -0.2%
CC(=O)Nc1nc2ccc(Br)cc2s1 | 18.7% | -19.2% | -8.3 | 0.0 | 0.6% | -15.4% | -1.4% | -8.8% | -8.6%
CCc1cc(=O)oc2c(CNCc3ccccc3F)c(O)c(Cl)cc12 | 11.7% | i | 2.5 | 1.2 | -1.0% | 29.9µM* | 234.8%[activator] | 11.0% | 6.1%
O=C(O)c1ccccc1C(=O)c1ccc(Cl)cc1 | 8.4% | i | -8.8 | 1.0 | -2.0% | -1.5% | 4.2% | 3.2% | -6.0%
O=C(COc1ccccc1F)NC1CC(=O)N(c2ccc3c(c2)OCCO3)C1 (stereo not drawn) | 16.8% | -2.4% | x | x | 0.4% | x | 18.4% | x | x
Cc1ccc(S(=O)(=O)SCCCSS(=O)(=O)c2ccc(C)cc2)cc1 | 0.0% | -5.3% | -72.8* | -7.4 | 0.0% | 2.38µM* | -27.2% | -5.3% | -6.6%
CC(C)(C)OC(=O)C[C@@H]1C/C=C\C[C@@H](CC(=O)N(CCO)Cc2ccccc2)C(=O)NC[C@H](c2ccccc2)OC1=O | 12.8% | -17.1% | 0.2 | 2.9 | -4.5% | 4.0% | 15.6% | -6.1% | -16.9%
CCC(C)NC(=O)Cc1c(C)c2cc3c(cc2oc1=O)OC(C)(C)CC3 (stereo not drawn) | u | -3.9% | -5.6 | -0.6 | 20.1% | 1.7% | -5.6% | 7.1% | -4.8%
NC(N)=NS(=O)(=O)c1ccc(NC(=S)NC(=O)c2ccc(Br)cc2)cc1 | 20.9% | -27.5% | -1.5 | -3.6 | 4.8% | -9.5% | u | 2.4% | 0.4%
COC(=O)c1ccc(CN2CCCC(C(=O)Nc3cccc(-n4cnnn4)c3)C2)cc1 (stereo not drawn) | -17.7% | i | -6.4 | -1.4 | -5.9% | -5.5% | -7.2% | -2.1% | -1.8%
O=C(Nc1cccc2cccnc12)c1ccc(Br)cc1Br | -14.9% | -4.5% | 7.3 | 2.0 | -5.9% | -2.8% | -0.6% | -7.5% | 8.2%
CCOC(=O)C1CCCN(C(=O)C2CCN(S(=O)(=O)c3cnc[nH]3)CC2)C1 (stereo not drawn) | -2.1% | u | 8.0 | -0.2 | 4.3% | -7.0% | 18.7% | -1.9% | -1.7%
CS(=O)(=O)c1ccc(-c2nnn(CC(N)=O)n2)cc1 | -18.7% | -6.8% | 5.2 | 5.1 | -1.5% | -10.9% | -9.9% | -7.8% | 1.5%
CCCC(=O)Nc1ccc(S(=O)(=O)Nc2cc(OC)nc(OC)n2)cc1 | 10.4% | i | -0.3 | 1.1 | -0.4% | 5.4% | 2.4% | -5.3% | 6.4%
CC1CCCCC1NC(=O)COC(=O)c1ccc2c(c1)OCCO2 (stereo not drawn) | -8.4% | -47.7%[inhibitor] | 0.6 | 0.1 | 9.3% | 2.5% | 1.7% | 1.5% | 10.1%
COc1cc(OC)cc(-c2c(-c3cccs3)c3cc(-c4ccc(N(C)C)nc4)ccc3n2C)c1 | 4.5% | -28.3% | -6.4 | 0.0 | 3.3% | 1.4% | 2.2% | 13.4% | -9.1%
CCOC(=O)C1=CCN(S(=O)(=O)c2ccccc2F)C1c1ccc(Cl)c(Cl)c1 (stereo not drawn) | u | -12.7% | 14.7 | -0.6 | 3.6% | 5.0% | -2.6% | -26.4% | -4.2%
COc1cc(CNn2cn[nH]c2=S)cc(Cl)c1OCc1ccc(F)cc1 | u | -15.1% | 9.2 | -4.7 | -0.5% | 0.7% | -12.6% | -8.4% | -0.1%
COc1ccccc1NC(=O)CSc1nc(=O)n(CCN(C)C)c2c1CCCC2 | -19.2% | i | -7.5 | 1.2 | 1.4% | -0.1% | 7.9% | 8.1% | -3.6%
COc1ccc(S(=O)(=O)N2CCCC2CNC(=O)C(=O)NCc2cccs2)cc1 (stereo not drawn) | u | -33.2% | -10.1 | -2.0 | -4.0% | 6.0% | -24.8% | -4.3% | 3.0%
CCOC(=O)Cc1csc(NC(=O)COc2ccccc2OCC)n1 | 6.9% | i | 0.8 | 0.0 | 5.1% | 4.8% | -3.3% | 5.6% | 9.0%
Cc1ccc(C(N)=O)cc1S(=O)(=O)Nc1cccc(C)c1C | 0.0% | -37.5%[inhibitor][57.5 µM] | x | -1.4 | -4.2% | -0.3% | -5.1% | 8.4% | -1.5%
Cc1c(Cc2ccccc2)c(=O)oc2c(C)c(OCC(=O)N[C@@H](Cc3ccccc3)C(=O)O)ccc12 | -5.5% | i | -11.6 | 0.4 | -0.7% | u | 0.0% | -20.0% | -23.4%
Cn1c(SCc2nc3ccccc3s2)nnc1-c1cccs1 | -9.1% | i | -1.5 | -0.2 | 9.2% | -18.0% | 5.9% | 3.1% | 0.7%
Cc1cccc(-c2noc(CN(C)C(=O)c3ccco3)n2)c1 | u | -22.0% | 7.4 | -0.5 | 23.7% | -8.4% | 10.6% | 5.6% | 11.2%
CC1(NC(=O)C2CCCCC2)CCS(=O)(=O)C1 (stereo not drawn) | -1.3% | 19.0% | -5.5 | -0.8 | 0.2% | 2.3% | -0.6% | 12.2% | -4.2%
COCCNC(=O)C(OC(=O)c1cccs1)c1ccccc1 (stereo not drawn) | 14.0% | i | -5.4 | -0.9 | -11.1% | -11.1% | -8.5% | -11.8% | -2.9%
CC(=O)NC1C(=O)N(CCN2CCOCC2)c2ccc(C)cc21 (stereo not drawn) | 4.4% | i | 3.0 | -1.8 | -2.0% | -14.8% | 9.4% | u | -8.3%
CC(=O)N/C(=C\c1ccccc1)C(=O)OCC(=O)N1CCCCCC1 | 13.7% | i | 3.8 | -1.9 | 3.3% | -7.6% | -1.7% | -5.0% | 1.8%
CCCCn1c(NCc2ccc(N(C)C)cc2)nc2ccccc21 | u | -11.7%&-8.6% | 2.1 | -0.7 | 0.1% | -8.2% | u | -26.8% | -8.8%
CCOC(=O)[C@H]1NN=C(C(=O)OC)[C@@H]1c1ccccc1 | 17.3% | 2.4% | -3.2 | -0.5 | 3.6% | 37.7µM* | 15.0% | 11.1% | 3.7%
Cn1nc(C(=O)N2CCOCC2)c2ccccc2c1=O | -6.0% | i | -1.9 | -2.6 | -0.3% | 0.4% | -4.6% | 3.2% | -1.6%
C/C(CC(=O)Nc1cc(C)ccn1)=N\NC(=O)c1ccc(C(C)(C)C)cc1 | -2.6% | i | 2.2 | -0.9 | 7.6% | -2.8% | 2.2% | 0.2% | 6.6%
COc1cc(NC(=O)CSc2nnc(-c3cc(C)on3)o2)cc(OC)c1 | 5.2% | -24.6% | -11.2 | 3.7 | 0.7% | -3.9% | 14.9% | 9.8% | 6.5%

Next section, overlapping the part above by 2 compounds.
SMILES | GLP1R inv ag | PTHR1 agonist | PI5P4Ka inh | IL-2 act | GLP-1R agonist | PLK1 PBD block | HEK293 tox | EPAC1 antag | EPAC1 agonist
C/C(CC(=O)Nc1cc(C)ccn1)=N\NC(=O)c1ccc(C(C)(C)C)cc1 | -2.6% | i | 2.2 | -0.9 | 7.6% | -2.8% | 2.2% | 0.2% | 6.6%
COc1cc(NC(=O)CSc2nnc(-c3cc(C)on3)o2)cc(OC)c1 | 5.2% | -24.6% | -11.2 | 3.7 | 0.7% | -3.9% | 14.9% | 9.8% | 6.5%
Cc1ccccc1NC(=O)c1cc2c(C)nc3ccccc3c2o1 | 9.7% | i | -2.6 | 1.4 | 5.5% | 5.2% | -22.7% | -19.4% | 2.9%
COc1ccccc1CNC(=O)CN1CCN(Cc2ccc(Cl)cc2)C1=O | -18.4% | -65.2%[inhibitor] | -4.6 | -0.3 | -4.5% | 6.1% | -13.4% | -7.7% | 0.9%
COc1cc(C)ccc1N(CCCN1C(=O)c2cccc3cccc(c23)C1=O)C(=O)c1cccs1 | u | i | 2.6 | -3.2 | -0.8% | -4.4% | -8.7% | 5.9% | -1.2%
COc1ccc(Cc2nnc(NC(=O)Nc3ccccc3)s2)cc1OC | -9.9% | -19.1% | -0.2 | -4.6 | 7.5% | -5.2% | -2.2% | -4.8% | -4.9%
O=C1OCCC1Sc1nc2ccccc2n1Cc1ccccc1 (stereo not drawn) | -0.6% | i | -3.2 | -1.1 | -9.1% | -10.7% | -2.3% | 0.1% | 2.4%
CC1(C)CCCC2=C1CC1C(=O)N(O)C(=O)C1C2 (stereo not drawn) | 6.4% | i | 1.5 | 0.8 | -10.7% | 2.5% | -5.9% | -1.9% | 10.8%

Full records from above. Values in the order: GLP1R inv ag, PTHR1 agonist, PI5P4Ka inh, IL-2 act, GLP-1R agonist, PLK1 PBD block, HEK293 tox, EPAC1 antag, EPAC1 agonist
COc1cc(NC(=O)CSc2nnc(-c3cc(C)on3)o2)cc(OC)c1 in the list: 5.2%, -24.6%, -11.2, 3.7, 0.7%, -3.9%, 14.9%, 9.8%, 6.5%
NC(N)=NS(=O)(=O)c1ccc(NC(=S)NC(=O)c2ccc(Br)cc2)cc1 in the list: 20.9%, -27.5%, -1.5, -3.6, 4.8%, -9.5%, u, 2.4%, 0.4%
